TRPC6 inhibitor – blocks the mouse TRPC6 cation channel | Q61143 | HEK293-TRPC6, membrane potential dye, ACh-evoked depolarization; hits give low values | B-score at 10 µM | hit rate 1.1% among 310,000 | AID 2553;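 active means B-score under library mean minus 3 SD, initial fluorescence not abnormally high, positive integrated signal ratio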;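 further: B-score derived from integrated fluorescence ratio over the kinetic read; more negative B-score means stronger inhibition of depolarization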
Target sequence (Q61143 whole entry, looked up): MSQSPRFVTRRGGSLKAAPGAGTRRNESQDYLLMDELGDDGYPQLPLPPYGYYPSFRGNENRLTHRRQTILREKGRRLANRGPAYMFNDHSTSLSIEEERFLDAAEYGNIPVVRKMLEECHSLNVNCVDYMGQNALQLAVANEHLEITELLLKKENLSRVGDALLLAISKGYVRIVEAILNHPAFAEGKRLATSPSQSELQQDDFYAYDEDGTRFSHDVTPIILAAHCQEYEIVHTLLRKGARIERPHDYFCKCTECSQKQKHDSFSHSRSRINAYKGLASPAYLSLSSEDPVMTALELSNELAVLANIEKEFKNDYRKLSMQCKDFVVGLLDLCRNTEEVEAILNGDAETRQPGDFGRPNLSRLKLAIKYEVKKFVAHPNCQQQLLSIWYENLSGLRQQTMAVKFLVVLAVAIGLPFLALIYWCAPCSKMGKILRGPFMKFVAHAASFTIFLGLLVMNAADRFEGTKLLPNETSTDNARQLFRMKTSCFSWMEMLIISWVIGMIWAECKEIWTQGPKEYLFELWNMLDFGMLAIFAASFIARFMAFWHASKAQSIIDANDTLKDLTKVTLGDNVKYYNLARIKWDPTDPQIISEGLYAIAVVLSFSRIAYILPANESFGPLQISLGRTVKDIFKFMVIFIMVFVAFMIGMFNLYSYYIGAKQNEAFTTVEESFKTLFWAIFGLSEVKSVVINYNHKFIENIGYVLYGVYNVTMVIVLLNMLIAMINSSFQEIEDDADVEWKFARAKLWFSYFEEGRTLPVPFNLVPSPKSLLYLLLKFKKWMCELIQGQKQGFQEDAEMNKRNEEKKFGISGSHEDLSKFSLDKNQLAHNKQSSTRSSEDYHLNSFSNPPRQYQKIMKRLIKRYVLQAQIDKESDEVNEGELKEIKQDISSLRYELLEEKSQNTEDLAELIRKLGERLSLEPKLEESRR
MrgX1 antag – antagonists of human MrgX1 receptor; B-score at 10 µM; hit rate 1.3% among 310,000; Q96LB2; MRGX1-HEK293 calcium flux, Fluo-4, BAM8-22 antagonism; hits give low values;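 active means calcium-response B-score plate-corrected more than 3 library SD below zero, starting fluorescence within 5 deviations, no agonist response on first addition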;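 further: peak minus trough fluorescence over baseline after final BAM8-22 challenge near maximal dose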
TRPC4 PAM – allosterically enhances the mouse TRPC4 cation channel. B-score at 10 µM. AID 2227. hit rate 0.42% among 310,000. Q9QUQ5. HEK293 TRPC4beta/mu-opioid, DAMGO EC20, Fluo-4 Ca2+ flux; hits give high values;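 active means B-score of calcium response area above 5 SD of library B-scores, with initial fluorescence ratio within 5 SD of library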;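 further: B-score of integrated fluorescence ratio over time as area under calcium response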
MrgX1 allo act – allosterically activates human MrgX1 receptor signaling. MrgX1-HEK293, Fluo-4 calcium flux, FDSS; hits give high values. hit rate 0.63% among 310,000. B-score at 10 µM. Q96LB2;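 active means plate-corrected calcium response at least 3 library SD above typical, normal starting fluorescence, not activating the receptor alone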;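 further: compound read alongside a low EC10 to EC30 dose of BAM8-22 agonist; peak minus trough fluorescence over baseline measured at the second addition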
TRPC4 block – blocks the mouse TRPC4 cation channel; Q9QUQ5; HEK293 TRPC4beta/mu-opioid, DAMGO-evoked Fluo4 calcium flux; hits give low values; B-score at 10 µM; hit rate 0.39% among 300,000; AID 2247;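 active means B-score over 3 SD under the library average, no early fluorescence shift, positive overall ratio signal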
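System: stable TRPC4beta/mu-opioid receptor HEK293 cells; Dosing: single-point compound dosing; Measured by: Fluo4 Ca2+ flux fluorescence; Read-out basis: per-well B score of integrated baseline-normalized Fluo4 ratio.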
ANO1 activ – mouse TMEM16A channel activation, primary screen; HEK293 TMEM16A/YFP-H148Q/I152L, iodide quench fluorescence; hits give low values; B-score at 10 µM; hit rate 0.3% among 340,000; AID 623877;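 active means fluorescence-ratio B-score plate-corrected deviation score at least 3 library SD below zero, with starting fluorescence score within 5 deviations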;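 further: channel opened by trigger with iodide after compound preincubation; score built on the fluorescence ratio of max minus min over baseline; more negative score means more quench and so TMEM16A activation or potentiation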
TRPC6 activator – activators of mouse TRPC6 channel; HEK293-TRPC6 membrane potential dye fluorescence; hits give high values; B-score at 10 µM; hit rate 0.13% among 310,000; AID 2550;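 active means B-score of the integrated fluorescence ratio above library mean plus 3 SD, and starting fluorescence ratio within library mean plus 5 SD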;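 further: higher score means more depolarization so channel activation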
TMEM16A inh – blocks the mouse calcium-activated chloride channel TMEM16A; HEK293 TMEM16A/YFP iodide influx fluorescence, ionomycin; normalized B-score (activity score, 25-100; higher = stronger inhibition) at 10 µM; hit rate 1.2% among 310,000; AID 588511;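 active means ratio plate-corrected score three or more library SD toward inhibition, starting fluorescence score within five deviations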;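 further: score derived from kinetic fluorescence span divided by baseline fluorescence per well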
TRPC4 act – opens the mouse TRPC4 cation channel | Q9QUQ5 | HEK293 TRPC4beta/mu-opioid, Fluo4 calcium fluorescence; hits give high values | B-score at 10 µM | hit rate 0.49% among 310,000;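 active means B-score above 5 SD of library B-scores, and initial fluorescence ratio not above library mean plus 5 SD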;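 further: positive B-score marks a calcium rise read as TRPC4 activation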
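system = HEK293 cells stably co-expressing mouse TRPC4beta and mu-opioid receptor | schedule = Fluo4 dye loading 45 min at room temperature, 110 s recording | measure = B-scored integrated calcium fluorescence ratio | signal = Fluo4 calcium-sensitive dye fluorescence, kinetic, 1 Hz baseline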
MrgX1 agonist – human MrgX1 receptor agonism, primary screen; Q96LB2; MrgX1-HEK293 cells, Fluo-4 calcium fluorescence, agonist mode; hits give high values; B-score at 10 µM; hit rate 0.44% among 310,000; AID 588627;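 active means calcium response B-score plate-corrected fluorescence ratio at least 3 library SD, with starting fluorescence B-score inside 5 SD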
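System – MrgX1-expressing HEK293 cells · Incubation – cells plated overnight, dye loaded 0.5 h 37 °C, 0.5 h room temperature · Technique – kinetic Fluo-4 NW fluorescence of intracellular calcium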
SKKanGAS inh – SKKanGAS growth inhibition; S. pyogenes SKKanGAS, kanamycin growth, BacTiter-Glo, 6 h; inhibition, % at 7.5 µM; hit rate 1.3% among 300,000; AID 1662;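 active means mean replicate score, as percent of positive control median, at least 50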;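 further: strain carries kanamycin resistance gene driven by streptokinase promoter and grows in 40 µg/ml kanamycin; loss of luminescence reflects streptokinase promoter inhibition or plain growth inhibition; 0% = median of DMSO wells and 100% = positive control at its reference dose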
Starred values were filed as active, the others as inactive; i = inactive; x = no result given. No enrichment for hits; about 6.7% have a hit in one of these screens.

Sequence of screens: TRPC6 inhibitor | MrgX1 antag | TRPC4 PAM | MrgX1 allo act | TRPC4 block | ANO1 activ | TRPC6 activator | TMEM16A inh | TRPC4 act | MrgX1 agonist | SKKanGAS inh
Cc1ccc(-n2nc3c(c2NC(=O)c2ccco2)CS(=O)(=O)C3)c(C)c1
  i | i | i | i | i | i | i | i | i | i | -6.0
CCCc1cc(=O)oc2cc(OCc3ccc(C(=O)O)o3)ccc12
  i | i | i | i | i | i | i | i | i | i | 2.1
CCOC(=O)C1CCN(C(=O)c2cc(S(=O)(=O)N3CCCCC3)ccc2C)CC1
  i | i | i | i | i | i | i | i | i | i | 1.4
Cc1cccc(C(C)C)c1NC(=O)c1ccc(COc2ccc3c(C)cc(=O)oc3c2)cc1
  i | i | i | i | i | i | i | i | i | i | 4.0
O=C(NNC(=S)NC(=O)c1ccc(F)cc1)c1cccnc1
  i | i | i | i | i | i | i | i | i | i | 46.4
Cc1ccccc1CN1CCN(Cc2cc(=O)c3ccccc3[nH]2)CC1CCO (centres undefined)
  i | i | i | i | i | i | i | i | i | i | -3.2
CCN1C(=O)N(S(=O)(=O)c2ccc(C)cc2)[C@@H](c2ccccc2)C(C(=O)OC)=C1C
  i | i | i | i | i | i | i | i | i | i | -0.4
CCN(CC)C(=O)CSc1nc2ccccc2c(=O)n1CC1CCCCC1
  i | i | i | i | i | i | i | i | i | i | 3.9
Cc1cc(C)cc(OCC(=O)Nc2ccc3c4c(cccc24)CC3)c1
  i | i | i | i | i | i | i | i | i | i | 2.7
CCOC(=O)C1CCN(S(=O)(=O)c2ccc(NC(=O)c3ccco3)cc2)CC1
  i | i | i | i | i | i | i | i | i | i | 3.6
CCOc1ccc2[nH]c(=O)c(C(c3nnnn3Cc3ccco3)N3CCN(C)CC3)cc2c1 (centres undefined)
  i | i | i | i | i | i | i | i | i | i | 3.5
O=C(O)c1ccc(NS(=O)(=O)c2ccc(Cl)c(C(=O)Nc3ccccc3)c2)cc1
  i | i | i | i | i | i | i | i | i | i | -15.9
OC(CNCCc1ccc(Cl)cc1)COCc1ccco1 (centres undefined)
  i | i | i | i | i | i | i | i | i | i | -1.9
CCOc1ccc(/C(O)=C2/C(=O)C(=O)N(c3nc(C)c(C)s3)C2c2ccco2)cc1 (centres undefined)
  i | i | i | i | i | i | i | i | i | i | 25.9
COC(=O)CCCC1=CC2=CC(=O)C(C)(OC(=O)c3cccs3)C(=O)C2=CN1C1CCCCC1 (centres undefined)
  i | i | i | i | i | i | i | i | i | i | 1.9
Cc1ccccc1S(=O)(=O)Cc1ccc(C(=O)N2CCN(C3CCCCC3)CC2)o1
  i | i | i | i | i | i | i | i | i | i | -4.0
FC(F)(F)C(Oc1nc(Nc2ccc(Cl)cc2)nc(N2CCOCC2)n1)C(F)(F)F
  i | i | i | i | i | i | i | i | i | i | 21.3
CCCC(=O)Nc1nc2ccc3nc(C)sc3c2s1
  i | i | i | i | i | i | i | i | i | i | 1.0
Cc1cccc(C(C(=O)NC2CCCCC2)N(C(=O)c2csnn2)C2CC2)c1 (centres undefined)
  i | i | i | i | i | i | i | i | i | i | -7.9
CCN(CC(=O)NC1CCS(=O)(=O)C1)S(=O)(=O)c1ccc2ccccc2c1 (centres undefined)
  i | i | i | i | i | i | i | i | i | i | 0.9
COc1ccc(C2OC(=O)CC2C(=O)NCc2ccc(Cl)cc2)cc1OC (centres undefined)
  i | i | i | i | i | i | i | i | i | i | -1.6
COC(=O)C/C=C/[C@@H](C)[C@@H](/C=N/O[C@H](C)c1cn([C@@H]2COC[C@H]2O)nn1)NS(=O)(=O)c1ccc(C)cc1
  i | i | i | i | i | x | i | i | i | i | 4.0
Cc1ccc(/C=C/C(=O)NCCCn2ccnc2)cc1
  i | i | i | i | i | i | i | i | i | i | -12.8
CCn1cc(C(=O)NC(=S)Nc2ccccc2Br)cn1
  i | i | i | i | i | i | i | i | i | i | 51.4*
CCCNC(=O)c1cc(-c2ccc(Br)cc2)on1
  i | i | i | i | i | i | i | i | i | i | -7.8
CC(C)c1ccc(CN(C(=O)c2ccco2)C2CCS(=O)(=O)C2)cc1 (centres undefined)
  i | i | i | i | i | i | i | i | i | i | 0.2
COc1ccccc1Cn1c(=S)[nH]c2cc(C(=O)N3CCN(C)CC3)ccc2c1=O
  i | i | i | i | i | i | i | i | i | i | 1.8
COc1ccc(OCC(O)CNC(=O)Nc2cc(C)cc(C)c2)cc1 (centres undefined)
  i | i | i | i | i | i | i | i | i | i | 9.1
CNc1c([N+](=O)[O-])cnn1-c1ccc(C)cc1
  i | i | i | i | i | i | i | i | i | i | 7.9
COc1ccc(CNC(=O)COc2ccc(C)nc2[N+](=O)[O-])cc1
  i | i | i | i | i | i | i | i | i | i | -6.5
CCOC(=O)c1cc2c(=O)n3ccccc3nc2n(CC2CCCO2)c1=NC(=O)/C=C/c1ccccc1 (centres undefined)
  i | i | i | i | i | i | i | i | i | i | 9.3
Cc1sc(NC(=S)NC(=O)c2ccco2)c(C#N)c1C
  i | i | i | i | i | i | i | i | i | i | -0.7
c1ccc(-c2cc(-c3nnc4n3N=C(c3ccc5ccccc5c3)CS4)[nH]n2)cc1
  i | i | i | i | i | i | i | i | i | i | 35.1
O=C1CCCC2=C1C(c1cccs1)n1nc(SCc3ccc(C(=O)O)cc3)nc1N2 (centres undefined)
  i | i | i | i | i | i | i | i | i | i | 1.8
O=C(c1ccccc1)N1CCN(CCc2ccccc2)CC1
  i | i | i | i | i | i | i | i | i | i | 1.7
O=C1NCC(c2ccccc2)C1C(=O)N/N=C\c1ccc(-c2ccc(Cl)c(Cl)c2)o1 (centres undefined)
  i | i | i | i | i | i | i | i | i | i | 4.3
Cc1cc(=O)oc2n[nH]c(-c3ccccc3)c12
  i | i | i | i | i | i | i | i | i | i | -0.2
Nc1nc2n(n1)C(=O)CC(c1ccccc1)N2 (centres undefined)
  i | i | i | i | i | i | i | i | i | i | -6.0
COc1ccccc1CNC(=O)Cc1ccccc1
  i | i | i | i | i | i | i | i | i | i | -3.2
COc1cc(S(=O)(=O)N2CCOCC2)ccc1F
  i | i | i | i | i | i | i | i | i | i | 2.2
CCOc1ccccc1-n1c(SCC(=O)Nc2nccs2)nnc1-c1ccoc1C
  i | i | i | i | -6* | i | i | i | i | i | 0.0
Nc1ccc(-c2nnc(-c3ccccc3)o2)cc1
  i | i | i | i | i | i | i | i | i | i | 0.8
CN(C(=O)CSc1nnn(C)n1)c1ccccc1
  i | i | i | i | i | i | i | i | i | i | -1.6
COc1ccc(N2C(=O)CC(N3CCN(S(=O)(=O)c4cc(C)ccc4C)CC3)C2=O)cc1 (centres undefined)
  i | i | i | i | i | i | i | i | i | i | -14.8
Cn1c(=O)c2c3c(sc2n2c(SCc4ccccc4)nnc12)CCCC3
  i | i | i | i | i | x | i | i | i | i | -8.1
Cn1c(=O)n(CC(=O)Nc2ccc(F)cc2)c2ccccc21
  i | i | i | i | i | i | i | i | i | i | -2.3
CCOC(=O)c1cc2cc(F)ccc2nc1C
  i | i | i | i | i | i | i | i | i | i | -19.3
CCOC(=O)COn1c(=O)c(C)[n+]([O-])c2ccccc21
  i | i | i | i | i | i | i | i | i | i | -5.9
Cc1cc(C)cc(NC(=O)CSc2nc3ccccc3nc2N2CCCC2)c1
  i | i | i | i | i | i | i | i | i | i | -2.7
N#Cc1cccnc1N1CCC(C(N)=O)CC1
  i | i | i | i | i | i | i | i | i | i | 4.0
COc1ccc(OC)c(NC(=O)CCNC(=O)Cn2ccc3ccccc3c2=O)c1
  i | i | i | i | i | i | i | i | i | i | -15.7
Cc1cccc(-c2nnn(CC/C(N)=N/O)n2)c1
  i | i | i | i | i | i | i | i | i | i | 2.0
COc1ccc(CNC(=O)/C=C/c2ccccc2[N+](=O)[O-])cc1
  i | i | i | i | i | i | i | i | i | i | -6.8
Cc1ccc(C(=O)N/C(=C/c2ccc(C(C)C)cc2)C(=O)NCCCN2CCOCC2)cc1
  i | i | i | i | i | i | i | i | i | i | -5.5
Cc1cc(C)c2sc(NNC(=O)c3ccc(S(=O)(=O)N4CCc5ccccc5C4)cc3)nc2c1
  i | i | i | i | i | i | i | i | i | i | 65.4*
Cc1ccc(/C=[N+](/[O-])C2SC(=S)N(C)C2(C)C)cc1 (centres undefined)
  i | i | i | i | i | i | i | i | i | i | -2.0
Cc1nn2c(c1-c1ccc(Cl)cc1)N=C(c1ccco1)CC2c1ccccc1 (centres undefined)
  i | i | i | i | i | i | i | i | i | i | 18.4
CCOC(=O)C1CCCN(CCC(=O)Nc2c(C(=O)OC)[nH]c3cc(OC)ccc23)C1 (centres undefined)
  i | i | i | i | i | i | i | i | i | i | 7.0
Cc1ccc(NC(=O)C2CCN(C(=O)c3ccc(F)cc3)CC2)nc1
  i | i | i | i | i | i | i | i | i | i | -9.7
Cc1ccc(CSC2=NCCN2S(=O)(=O)c2ccccc2)cc1
  i | i | i | i | i | i | i | i | i | i | -4.6

Continuation.
Sequence of screens: TRPC6 inhibitor | MrgX1 antag | TRPC4 PAM | MrgX1 allo act | TRPC4 block | ANO1 activ | TRPC6 activator | TMEM16A inh | TRPC4 act | MrgX1 agonist | SKKanGAS inh
COc1ccccc1/C=C\C(=O)NCC(=O)N/N=C/c1cccc(OC)c1O
  i | i | i | i | i | i | i | i | i | i | 9.7
CC(C)Cc1ccc(S(=O)(=O)Nc2cccnc2)cc1
  i | i | i | i | i | i | i | i | i | i | 0.6
CN(Cc1ccccc1)CC(O)COc1ccc(CNCc2nccn2C)cc1 (centres undefined)
  i | i | i | i | i | i | i | i | i | i | -0.6
O=C(O)C(F)(F)S(=O)(=O)O
  i | i | i | i | i | i | i | i | i | i | -1.5
Cc1cccc(OCC(=O)NCCNC(=O)c2ccccn2)c1
  i | i | i | i | i | i | i | i | i | i | 3.6

From PubChem BioAssay
